Compound activity: PubChem, National Center for Advancing Translational Sciences (NCATS)
AmpC detergent: AmpC beta-lactamase inhibition with detergent present | AmpC hydrolysis of nitrocefin, absorbance 480 nm, 0.01% Triton | Potency, µM (top dose mostly 114 µM), for inactives: at the top dose activity change, negative = inhibition, most hits filed as inhibitors | 0.041% of 370,000 active | AID 485294;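 note: potency is the fitted concentration of half-maximal effect; 0% = no-compound wells and -100% = no-enzyme wells; nearly all actives have a fitted effect of over 25% in size; some results filed as inactive show a strong effect at the top dose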
Target sequence (P00811 whole entry, looked up): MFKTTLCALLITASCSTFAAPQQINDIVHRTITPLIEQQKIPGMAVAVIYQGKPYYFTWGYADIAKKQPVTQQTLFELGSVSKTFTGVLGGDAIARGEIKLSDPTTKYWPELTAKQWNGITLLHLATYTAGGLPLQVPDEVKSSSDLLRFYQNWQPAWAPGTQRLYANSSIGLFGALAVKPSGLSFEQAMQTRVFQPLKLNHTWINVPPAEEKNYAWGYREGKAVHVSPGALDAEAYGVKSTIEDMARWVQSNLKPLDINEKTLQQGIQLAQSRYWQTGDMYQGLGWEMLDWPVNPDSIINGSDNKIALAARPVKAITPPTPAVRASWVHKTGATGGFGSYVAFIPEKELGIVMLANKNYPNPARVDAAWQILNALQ
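AmpC (5.3 nM in the dispensed reagent) in 20 mM phosphate pH 7.0 with 0.01% (detergent screen) or 0.0001% Triton X-100 was preincubated with compounds for 15 min at room temperature. Nitrocefin was then added from an 800 uM solution, and hydrolysis was followed at 480 nm.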
HCV inh: blocks hepatitis C virus. 3.4% of 340,000 active. Huh7.5.1 HCVcc-Cre infection, luciferase reporter, 44 h. Potency, µM (series often up to 41.8 µM), for the others: at the highest dose activity change, negative = inhibition, usual class: inhibitors; note: potency is the fitted concentration of half-maximal effect
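A cell-based infection assay in which seeded cells (1,000 per well) receive test compound after 4 h, are inoculated with HCVcc-Cre at approximately 0.5 moi, and are incubated 44 h before luminescence detection.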
Sm TGR inh: inhibitors of Schistosoma mansoni thioredoxin glutathione reductase; Potency, µM (top dose mostly 114 µM), without a hit: at the top dose activity change, negative = inhibition, most hits filed as inhibitors; purified TGR, DTNB reduction, TNB absorbance 405 nm; 3% of 360,000 active; note: potency is the fitted concentration of half-maximal effect; nearly all actives have a fitted effect of over 60% in size
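First, TGR (20 nM dispensed) and NADPH were mixed with compound. Second, a 15 min room-temperature incubation followed. Third, further NADPH and then DTNB were added to start the reaction. Finally, TNB absorbance was monitored kinetically.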
FBPA Giardia inh: inhibitors of Giardia lamblia fructose-1,6-bisphosphate aldolase; A8B2U2; purified Giardia FBPA; Potency, µM (titrated, usually from 59.6 µM), for the others: top-dose activity, negative = inhibition, most hits filed as inhibitors; 0.71% of 290,000 active; AID 2451; note: potency is the fitted concentration of half-maximal effect; nearly all actives have a fitted effect of over 55% in size
Target sequence (A8B2U2 whole entry, looked up): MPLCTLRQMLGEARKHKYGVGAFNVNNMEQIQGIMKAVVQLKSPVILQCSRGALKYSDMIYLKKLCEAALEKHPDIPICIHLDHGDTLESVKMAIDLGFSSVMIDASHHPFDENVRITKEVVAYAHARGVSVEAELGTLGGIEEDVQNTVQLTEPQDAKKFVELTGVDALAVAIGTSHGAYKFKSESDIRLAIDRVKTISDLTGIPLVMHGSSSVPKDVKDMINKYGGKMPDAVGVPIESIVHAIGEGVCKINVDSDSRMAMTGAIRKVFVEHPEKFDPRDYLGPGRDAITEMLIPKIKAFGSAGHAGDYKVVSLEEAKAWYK
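Giardia FBPA (40 nM reagent) was preincubated 10 min at RT with compound (up to 57.5 uM final), then substrate plus GAPDH/TPI/NAD/arsenate coupling system with diaphorase/resazurin was added; resorufin fluorescence (525/598 nm) was read after 20 min.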
HCMV antiviral: inhibitors of human cytomegalovirus. HFF cells, HCMV-luciferase reporter, 72 h; stronger effect = lower value. activity change, negative = inhibition, % at 57.5 µM. 4.5% of 410,000 active; in the data active = activity change below about -60%; inconclusive = no clear call, values can overlap the other calls; inactive = above about -39%
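After 16 h attachment at 37C, HFF cells received test compound and HCMV-luciferase (1 PFU/cell); reporter luminescence read 72 h later, data normalized against buffer-only and known inhibitor Salinomycin.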
AMA1 RON2 block: inhibitors of Plasmodium falciparum AMA1-RON2 interaction | Potency, µM (highest dose often 58.2 µM), for the others: top-dose activity change, negative = inhibition, usual class: inhibitors | AlphaScreen AMA1-biotinylated RON2 peptide binding | AID 720542 | 0.2% of 360,000 active;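 note: potency is the fitted concentration of half-maximal effect; 0% = vehicle wells and -100% = peptide control; nearly all actives have a fitted effect of over 45% in size; some results filed as inactive show a strong effect at the top dose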
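AMA1 (3D7) with his tag at 25 nM final met compounds first, then biotinylated RON2 peptide at 25 nM; detection used donor plus acceptor beads, 10 µg/mL apiece, read by AlphaScreen after 30 min at room temperature.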
* marks the source's active call; other numbers are inactive results; ? = inconclusive; nt = not tested or not shown; & = joins results of further samples; [ ] = dose if it differs, or a comment. Unless noted, calls come from the whole dose curve; as a rule, active = well fitted curve in the direction sought with a large enough effect; inconclusive = small, poorly fitted or top-dose-only effect, or another doubt; inactive = no such curve, though single readings can be large; an effect the other way counts as inactive or inconclusive. Unless noted, % is set by controls: 0 for no effect and ±100 for the full control effect.

Structure	AmpC detergent	HCV inh	Sm TGR inh	FBPA Giardia inh	HCMV antiviral	AMA1 RON2 block
CCN1/C(=C\C=C\C2=[N+](CC)c3ccccc3C2(C)C)C(C)(C)c2ccccc21	-3%	0.56µM*	-9%	21%	nt	14µM*
CCCCNC(=O)c1onc(CCl)c1C(=O)OC	-1%	-17%	?	-1%	-20	4%
O=C(c1ccc(NS(=O)(=O)/C=C/c2ccccc2)cc1)N1CCCCC1	0%	?	-2%	nt	-14	1%
COc1cc(O)c2c(c1)OC(c1ccc(O)cc1)CC2=O (stereo unspecified)	7%	-10%	?	-10%	-10	0%
O=[N+]([O-])c1ccc(N2CCOCC2)cc1NC(c1ccccc1)c1ccccc1	-10%	?	-3%	-13%	-20	?
c1cc(-c2nc3cc(Cc4ccc5oc(-c6ccncc6)nc5c4)ccc3o2)ccn1	?	1%	0%	6%	nt	nt
CCCCN(C(=O)c1ccc(-c2ccc(Cl)cc2)o1)c1c(N)n(CCC)c(=O)[nH]c1=O	-16%	-4%	?	nt	-3	0%
COc1ccccc1N=Nc1ccc(N)c(C)c1	2%	?	34%	1%	38	?
CCOC(=O)NC(=O)/C(C#N)=C\Nc1ccc(Cl)cc1Cl	5%	0%	38%[activator]	7%	-11	0%
Cc1ccc(Cc2c(C)nc3nc(SCC(=O)NCc4ccco4)nn3c2C)cc1	0%	-12%	40µM*	-8%	-14	-18%
Cc1ccc(C(C)C)c(OCCNS(C)(=O)=O)c1	-1%	0%	0%	4%	14	6%
CC(C(=O)N1CCCCCC1)c1ccc([N+](=O)[O-])cc1 (stereo unspecified)	6%	6%	5%	-2%	-29	12%
Cn1c(=O)c2c(ncn2CC(=O)OCC(=O)c2ccc(Cl)cc2)n(C)c1=O	0%	1%	-3%	nt	-20	10%
CCN(C[C@H]1N[C@@](Cc2ccccc2)(C(=O)OC)[C@H]2C(=O)N(C)C(=O)[C@@H]12)C(=O)c1ccc(F)cc1	nt	-8%[8.37 µM]	nt	nt	-28	-2%
Cc1nc(-c2ccc(Cl)cc2)sc1CCNC(=O)c1ccc(C(F)(F)F)cc1	13%	nt	6%	nt	25	nt
Cn1c(=O)oc2ccc(C(=O)CSc3nnnn3-c3ccccc3)cc21	-19%	3%	-18%	3%	-29	-6%
O=C(Nc1ccccc1)N1CCN(c2ccc(F)cc2)CC1	1%	20%	-1%	-1%	-40	33%[activator]
Cc1nc(-c2ccccc2)sc1C(=O)Nc1ccccc1F	-10%	-11%	7%	4%	35	9%
O=C(COc1ccc(Cl)cc1)NCCS(=O)(=O)N1CCN(c2ccc(F)cc2)CC1	0%	-15%	5%	-4%	?	6%
COc1ccc(NC(=S)NNc2ccc(C(=O)O)cc2)cc1	-11%	3%	-24%	nt	?	41%[activator]
COc1ccc(C(=O)N(C)CC(=O)Nc2cccc(F)c2)cc1S(=O)(=O)NC1CCCC1	-17%	38%[activator]	-5%	nt	-39	-21%
Cc1ccc(C(=O)ONc2ccc(N=O)cc2)cc1	-13%	-16%	-7%	-7%	?	1%
COc1ccc(NC(=O)CCc2nnc3ccc(NCc4ccco4)nn23)cc1OC	-12%	12%	-17%	nt	4	11%
CC(/C=N/NC(=O)Cc1cccs1)=C\c1ccco1	?	?	?	-29%	25	14%
CC(=O)c1ccc(OC(=O)N(C)c2ccccc2)cc1	-2%	17%	nt	12%	-10	15%
O=C1C=C(c2ccc3c(c2)OCO3)CCC1	nt	?	nt	nt	28	-2%
CC1(OC(=O)CCc2ccccc2)C(=O)C=C2C=C(c3ccc(C#N)cc3)N(C(CO)CO)C=C2C1=O (stereo unspecified)	3%	15%	-34%	?	-29	-1%
CCc1nnc(NC(=O)CSc2nnc(C(C)NC(=O)c3ccccc3)n2C)s1 (stereo unspecified)	2%	-2%	8%	-20%	-6	1%
CNCc1sccc1C	2%	-2%	0%	9%	-15	-7%
C/C=C/C(O)c1ccc2ccccc2c1 (stereo unspecified)	3%	nt	6%	-9%&-5%	nt	nt
O=S(=O)(c1ccc2c(c1)OCCO2)N1CCCN(S(=O)(=O)c2c(F)cccc2F)CC1	?	nt	0%	nt	-18	nt
C#CCNC(=O)C1=C[C@@H](c2ccc(C(F)(F)F)cc2)C[C@@H](OCCCCO)O1	3%	-29%[8.37 µM]	22µM*	-21%	-20	10%
Cc1ccc(-c2csc(=S)n2CC(=O)OCC(=O)NCc2ccc(F)cc2)cc1	6%	nt	-5%	-11%	nt	nt
CC(=O)c1ccc(OCCOc2ccc(Cl)c3cccnc23)cc1	-2%	21%	-3%	0%	5	-1%
CCCC[C@@H]1CNCCN1CC1(c2ccccc2)CC1	-6%	?	-35%	nt	-2	2%
CCN1CCN(C(=O)COc2ccc3oc4c(c3c2)CCCC4)CC1	nt	?	nt	nt	1	0%
CCOC(=O)c1ccc(N2C(=O)C3C(/C=C/c4ccccc4)OC4(C(=O)c5ccccc5C4=O)C3C2=O)cc1 (stereo unspecified)	-13%	4%	-1%	-4%	34	-1%
CCCCOc1ccc(N(CC(=O)NC(C)C)C(=O)CCC(=O)Nc2ccccn2)cc1	0%	1%	8%	-2%	-35	-8%
COc1ccc(C)cc1N1C(=N)/C(=C2/Nc3ccccc3S2)C(c2ccccc2)C1=O (stereo unspecified)	-1%	13%	-16%	-16%	114	6%[11.6 µM]
O=C(CN1C(=O)/C(=C\c2cccc(Br)c2)Oc2ccccc21)NCC1CCCO1 (stereo unspecified)	6%	3%	-8%	nt	-20	4%
O=C(COc1ccccc1)N1CCN(C(=O)c2cccs2)CC1	-19%	11%	0%	1%	-4	-5%
Cc1ccc(C(=O)c2oc3ccccc3c2NC(=O)c2cc(=O)c3ccccc3o2)cc1	-6%	nt	0%	nt	-26	nt
COc1ccc2nc(C)cc(SCC(NC(C)=O)C(=O)OC(C)C)c2c1 (stereo unspecified)	6%	-9%	3%	-9%	?	-4%
O=C(NCCOc1ccccc1F)C1CC(=O)N(Cc2ccccc2)C1 (stereo unspecified)	nt	-3%	nt	nt	14	-5%
FC(F)Sc1ccc(NC(=S)NC2CCCCC2)cc1	?	?	-4%	-4%	7	0%
COC(=O)c1ccc(C(=O)OC)c(NC(=O)CS(=O)(=O)Cc2ccccc2)c1	0%	6%	-6%	3%	-6	0%
COc1ccc(C(=O)CN2C3=NCCCN3c3ccccc32)cc1OC	-6%	?	-10%	-3%	12	-3%
COc1ccc(C[C@@H]2CN3C(=NC[C@@H]3C)N2C[C@H](C)NC(=O)c2ccc(C)c(Br)c2)cc1	7%	-3%	22µM*	-1%	-33	-24%
Fc1cc(Br)ccc1COc1ccc(-c2nnco2)cc1	4%	-6%	5%	nt	28	-7%
CCOc1ccc(S(=O)(=O)N(CC(=O)Nc2ccc3c(c2)OCO3)c2ccc(C)cc2)cc1	22%	nt	-1%	nt	-5	nt
Cc1csc(NC(=O)c2ccncc2)n1	8%	-2%	1%	-8%	-2	6%
CCCCNC(=O)CS(=O)Cc1nc(-c2cccs2)oc1C (stereo unspecified)	?	11%	6.3µM*	-5%	74	24%
CC(=O)Nc1nonc1-c1nnc(SCc2ccccc2Cl)n1C	-6%	nt	1%	nt	22	nt
Cc1ccccc1NC(=O)c1cnn(-c2ccccc2)c1C	?	6%	9%	-6%	71	-6%
CSc1nnc(-c2ccc(S(=O)(=O)N3CCOCC3)cc2)n1CC1CCCO1 (stereo unspecified)	-6%	2%	-31%	9%	53	36%
NC(=O)Cc1ccc(C(=O)c2ccc(Cl)cc2Cl)s1	-5%	11%	-13%	-7%	-21	3%
CCOc1ccc2nc(N3CCCC(C(=O)Nc4ccc(OC)c(Cl)c4)C3)sc2c1 (stereo unspecified)	15%	nt	2%	nt	38	nt
Cc1onc(-c2ccccc2Cl)c1C(=O)Oc1cc(F)cc(F)c1	-2%	nt	0%	nt	-9	nt
Cc1ccccc1NC(=O)c1nc(S(C)(=O)=O)ncc1N(Cc1ccco1)Cc1sccc1C	-1%	nt	-2%	nt	-20	nt
O=C(NCc1ccccc1Cl)C1CCN(S(=O)(=O)c2ccc(-n3cnnn3)cc2)CC1	3%	1%	4%	18%	-20	19%

The list goes on:
Structure	AmpC detergent	HCV inh	Sm TGR inh	FBPA Giardia inh	HCMV antiviral	AMA1 RON2 block
O=C(CSc1nc(O)cc(=O)[nH]1)C1CC1	1%	-5%	5%	-4%	12	6%
COC(=O)c1cc(C#N)c(Oc2ccc(F)cc2)nc1C	?	8%	13%	5%	11	14%
O=C1CCCC(=O)N1c1ccc(N2CCN(c3ccc([N+](=O)[O-])cc3)CC2)c([N+](=O)[O-])c1	?	4%	-7%	0%	nt	nt
CCNc1nc(NCC)nc(Nn2cnnc2)n1	?	?	1%	4%	8	6%

Entries above with an aryl thioether with sulfur outside any ring (8):
Structure	AmpC detergent	HCV inh	Sm TGR inh	FBPA Giardia inh	HCMV antiviral	AMA1 RON2 block
Cc1ccc(Cc2c(C)nc3nc(SCC(=O)NCc4ccco4)nn3c2C)cc1	0%	-12%	40µM*	-8%	-14	-18%
Cn1c(=O)oc2ccc(C(=O)CSc3nnnn3-c3ccccc3)cc21	-19%	3%	-18%	3%	-29	-6%
CCc1nnc(NC(=O)CSc2nnc(C(C)NC(=O)c3ccccc3)n2C)s1 (stereo unspecified)	2%	-2%	8%	-20%	-6	1%
COc1ccc2nc(C)cc(SCC(NC(C)=O)C(=O)OC(C)C)c2c1 (stereo unspecified)	6%	-9%	3%	-9%	?	-4%
FC(F)Sc1ccc(NC(=S)NC2CCCCC2)cc1	?	?	-4%	-4%	7	0%
CC(=O)Nc1nonc1-c1nnc(SCc2ccccc2Cl)n1C	-6%	nt	1%	nt	22	nt
CSc1nnc(-c2ccc(S(=O)(=O)N3CCOCC3)cc2)n1CC1CCCO1 (stereo unspecified)	-6%	2%	-31%	9%	53	36%
O=C(CSc1nc(O)cc(=O)[nH]1)C1CC1	1%	-5%	5%	-4%	12	6%
